High-throughput results: PubChem, Broad Institute
PRC2 inh – blocks human EZH2/PRC2 H3K27 methylation; Q15910; 57,000 tested, 0.35% active; inhibition, % at 12.5 µM; DELFIA TRF, 1 h;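 active = mean inhibition of replicates at least 50% and every single replicate also reaching 50%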;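 also: dimethyl H3K27 on biotinylated H3 21-44 peptide detected by antibody; plate controls were median neutral control wells for no effect and median positive control wells for full effect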
Target sequence (Q15910 whole entry, looked up): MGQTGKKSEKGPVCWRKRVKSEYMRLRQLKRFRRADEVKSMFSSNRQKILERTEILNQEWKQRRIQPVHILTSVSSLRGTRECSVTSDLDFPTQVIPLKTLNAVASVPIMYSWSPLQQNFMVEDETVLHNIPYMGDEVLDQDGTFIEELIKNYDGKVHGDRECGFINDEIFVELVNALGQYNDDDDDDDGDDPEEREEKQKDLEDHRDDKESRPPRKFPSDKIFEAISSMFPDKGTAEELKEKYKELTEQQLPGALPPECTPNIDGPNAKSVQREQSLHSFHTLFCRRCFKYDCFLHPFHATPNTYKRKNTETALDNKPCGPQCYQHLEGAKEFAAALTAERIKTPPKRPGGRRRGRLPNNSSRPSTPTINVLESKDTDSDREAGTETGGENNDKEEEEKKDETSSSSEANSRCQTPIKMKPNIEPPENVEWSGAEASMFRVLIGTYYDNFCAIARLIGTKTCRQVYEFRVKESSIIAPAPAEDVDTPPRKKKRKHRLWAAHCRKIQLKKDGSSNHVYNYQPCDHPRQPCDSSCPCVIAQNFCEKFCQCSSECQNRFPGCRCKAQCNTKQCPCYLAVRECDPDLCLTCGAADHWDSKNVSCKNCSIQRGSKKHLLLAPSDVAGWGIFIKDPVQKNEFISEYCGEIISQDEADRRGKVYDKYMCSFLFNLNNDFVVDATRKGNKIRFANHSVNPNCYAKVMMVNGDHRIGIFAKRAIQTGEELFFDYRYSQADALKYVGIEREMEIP
IDH1 mut inh – inhibitors of human IDH1 R132H. O75874. IDH1 R132H reductase, diaphorase/resazurin fluorescence, 60 min. inhibition, % at 10 µM. 70,000 tested, 0.18% active; in the data active = inhibition above about 34%;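 also: 0% = DMSO and 100% = no enzyme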
Numbers without * were called inactive; x = not tested or not shown.

Start of the data: the first six entries, to show the layout:
cpd | Molecule | IDH1 mut inh | PRC2 inh
1 | O=C(N[C@@H]1CC[C@@H](CCn2cc(C3(O)CCCC3)nn2)O[C@H]1CO)C1CC1 | 0.1 | 1
2 | C[C@@H]1CN([C@@H](C)CO)C(=O)c2cc(NC(=O)c3ccncc3)ccc2O[C@@H](C)CCCCO[C@H]1CN(C)C(=O)c1ccncc1 | 3.2 | x
3 | CC(C)NC(=O)N[C@@H]1CC[C@@H](CCn2cc(-c3ccc(F)cc3)nn2)O[C@@H]1CO | -0.2 | -2
4 | Cc1c(CCC(=O)O)c(=O)oc2c(C)c(OCc3ccccc3Cl)ccc12 | 0.6 | x
5 | C[C@H](CO)N1C[C@H](C)[C@H](CN(C)CC2CCCCC2)Oc2c(NC(=O)C3CC3)cccc2C1=O | 0.2 | x
6 | Cc1cc(OCC(=O)Nc2cccnc2)cc(C)c1Cl | -0.1 | -2

All compounds of this part, previewed entries included:
cpd | Molecule | IDH1 mut inh | PRC2 inh
1 | O=C(N[C@@H]1CC[C@@H](CCn2cc(C3(O)CCCC3)nn2)O[C@H]1CO)C1CC1 | 0.1 | 1
2 | C[C@@H]1CN([C@@H](C)CO)C(=O)c2cc(NC(=O)c3ccncc3)ccc2O[C@@H](C)CCCCO[C@H]1CN(C)C(=O)c1ccncc1 | 3.2 | x
3 | CC(C)NC(=O)N[C@@H]1CC[C@@H](CCn2cc(-c3ccc(F)cc3)nn2)O[C@@H]1CO | -0.2 | -2
4 | Cc1c(CCC(=O)O)c(=O)oc2c(C)c(OCc3ccccc3Cl)ccc12 | 0.6 | x
5 | C[C@H](CO)N1C[C@H](C)[C@H](CN(C)CC2CCCCC2)Oc2c(NC(=O)C3CC3)cccc2C1=O | 0.2 | x
6 | Cc1cc(OCC(=O)Nc2cccnc2)cc(C)c1Cl | -0.1 | -2
7 | C[C@@H]1CN([C@H](C)CO)C(=O)c2cc(NC(=O)c3ccncc3)ccc2O[C@H]1CN(C)Cc1ccncc1 | 3.0 | -11
8 | CC(C)NC(=O)Nc1ccc2c(c1)C(=O)N([C@H](C)CO)C[C@H](C)[C@H](CN(C)S(=O)(=O)c1ccccc1)OCCCC[C@H](C)O2 | 1.3 | x
9 | COc1ccc(CN(C)C[C@H]2Oc3ccc(NC(=O)Nc4ccccc4)cc3CC(=O)N([C@H](C)CO)C[C@@H]2C)cc1 | -0.5 | x
10 | C[C@@H]1CN([C@@H](C)CO)S(=O)(=O)c2ccc(C#CC(C)(C)O)cc2O[C@H]1CN(C)Cc1ccc(F)cc1 | -4.4 | 3
11 | CC(=C\C(=O)O)/C=C(\C)CC(C)CCCCC(O)C(CO)C(=O)O (stereo not given) | 3.4 | -10
12 | C[C@@H]1CN([C@H](C)CO)C(=O)c2cc(C#CCC3CCCC3)cnc2O[C@H]1CN(C)CC1CCOCC1 | -0.4 | 8
13 | CCCN(C)C[C@H]1OCCCC[C@@H](C)Oc2ccc(NS(=O)(=O)c3ccccc3)cc2C(=O)N([C@@H](C)CO)C[C@H]1C | 3.7 | -1
14 | CCCN(C)C[C@@H]1Oc2cc(C#Cc3ccc(OC)cc3)ccc2S(=O)(=O)N([C@@H](C)CO)C[C@@H]1C | 0.4 | x
15 | Cc1ccc2cc(OC(=O)c3ccc(Oc4cc(Cl)cc(Cl)c4)o3)ccc2n1 | -0.4 | 15
16 | CC(C)NC(=O)Nc1ccc2c(c1)C(=O)N([C@@H](C)CO)C[C@@H](C)[C@@H](CN(C)C(=O)CCC(F)(F)F)OCCCC[C@H](C)O2 | x | -6
17 | COc1ccc(S(=O)(=O)N(C)C[C@H]2OCCCC[C@H](C)Oc3ccc(NC(=O)c4ccccc4)cc3C(=O)N([C@@H](C)CO)C[C@H]2C)cc1 | 0.2 | x
18 | CN(C)CC(=O)N[C@@H]1CC[C@@H](CCn2cc(C3CC3)nn2)O[C@H]1CO | 0.2 | -8
19 | C[C@H]1CN([C@@H](C)CO)C(=O)c2cc(NS(=O)(=O)c3ccc(Cl)cc3)ccc2O[C@H]1CN(C)C(=O)Nc1cccc2ccccc12 | -6.2 | x
20 | Cc1noc(C)c1S(=O)(=O)Nc1ccc2c(c1)CC(=O)N([C@H](C)CO)C[C@H](C)[C@@H](CN(C)CC1CCCCC1)O2 | 0.2 | 3
21 | CCN(CC(=O)Nc1ccccc1OC)S(=O)(=O)c1ccc(Cl)cc1 | -0.3 | -2
22 | O=C(C[C@@H]1C[C@@H]2c3cc(NC(=O)Nc4ccccc4F)ccc3O[C@@H]2[C@@H](CO)O1)NCc1ccc(Oc2ccccc2)cc1 | 0.4 | -29
23 | COc1ccc(S(=O)(=O)Nc2ccc3c(c2)OC[C@@H](C)N(Cc2cc(F)ccc2F)C[C@@H](C)[C@H](OC)CN(C)C3=O)cc1 | 0.3 | 10
24 | CO[C@@H]1CN(C)C(=O)c2cc(NC(=O)C3CC3)ccc2OC[C@H](C)N(Cc2cccc(F)c2)C[C@@H]1C | 0.1 | -1
25 | CN(C)c1ccc2c(c1)[C@@H]1C[C@@H](CC(=O)NCc3ccc(Cl)cc3)O[C@H](CO)[C@@H]1O2 | -2.8 | -7
26 | C[C@@H]1CCCCO[C@H](CN(C)CC2CCCCC2)[C@H](C)CN([C@H](C)CO)C(=O)c2cc(NC(=O)Nc3ccc4c(c3)OCO4)ccc2O1 | 0.3 | x
27 | C[C@@H]1CN([C@@H](C)CO)C(=O)c2cc(NS(=O)(=O)c3ccc(Cl)cc3)ccc2O[C@@H]1CN(C)C(=O)Nc1ccc(F)cc1 | x | 0
28 | CCOC(=O)c1c(C)sc2c(C)c(C)[nH]c12 | -4.4 | 4
29 | Cc1ccc(-c2cnc3c(c2)C(=O)N([C@H](C)CO)C[C@@H](C)[C@H](CN(C)C(=O)Cc2cccnc2)O3)cc1 | -10 | x
30 | COCC(=O)Nc1ccc2c(c1)OC[C@@H](C)N(CCc1ccccc1)C[C@@H](C)[C@@H](OC)CN(C)C2=O | 0.3 | -3
31 | Cc1noc(C)c1S(=O)(=O)Nc1ccc2c(c1)CC(=O)N([C@H](C)CO)C[C@@H](C)[C@@H](CN(C)CC1CCCCC1)O2 | 0.1 | 0
32 | O=C(C[C@@H]1CC[C@H](NS(=O)(=O)c2ccccc2)[C@H](CO)O1)NCCN1CCCCC1 | 0.1 | 5
33 | C[C@H]1CN([C@@H](C)CO)C(=O)c2ccccc2-c2ccccc2CO[C@@H]1CN(C)C(=O)[C@H](Cc1ccccc1)N(C)C | -2.6 | -2
34 | C[C@H](CO)N1C[C@H](C)[C@@H](CN(C)C(=O)C2CCC2)Oc2ncc(-c3cccnc3)cc2C1=O | 0.1 | 6
35 | COCC(=O)Nc1ccc2c(c1)[C@@H]1C[C@H](CC(=O)N3CCCCC3)O[C@@H](CO)[C@@H]1O2 | -2.1 | 0
36 | Cc1ccc(-c2ccc3c(c2)O[C@H](CN(C)Cc2cccnc2)[C@@H](C)CN([C@H](C)CO)S3(=O)=O)cc1 | 3.7 | 16
37 | C[C@@H]1CN([C@H](C)CO)C(=O)Cc2cc(NC(=O)CCCCCC(=O)Nc3ccccc3N)ccc2O[C@@H]1CN(C)Cc1ccccc1 | x | -23
38 | O=C(C[C@@H]1C[C@@H]2c3cc(NS(=O)(=O)c4ccc(F)cc4)ccc3O[C@@H]2[C@H](CO)O1)NCc1cc(F)ccc1F | 0.3 | 17
39 | C[C@@H]1CN([C@H](C)CO)C(=O)CCCn2cc(nn2)CO[C@H]1CN(C)C(=O)CCCN(C)C | 0.7 | 2
40 | C[C@H]1CN([C@@H](C)CO)C(=O)CCCn2nncc2CO[C@@H]1CN(C)S(=O)(=O)c1ccc2ccccc2c1 | -6.0 | x

Laid out differently: entries from further up.
[10] C[C@@H]1CN([C@@H](C)CO)S(=O)(=O)c2ccc(C#CC(C)(C)O)cc2O[C@H]1CN(C)Cc1ccc(F)cc1
[12] C[C@@H]1CN([C@H](C)CO)C(=O)c2cc(C#CCC3CCCC3)cnc2O[C@H]1CN(C)CC1CCOCC1
Screen / compound no.,10,12
IDH1 mut inh,-4.4,-0.4
PRC2 inh,3,8

(continued)
cpd | Molecule | IDH1 mut inh | PRC2 inh
41 | C[C@H](CO)N1C[C@H](C)[C@H](CN(C)S(C)(=O)=O)Oc2c(NC(=O)CCCCCC(=O)Nc3ccccc3N)cccc2C1=O | x | 9
42 | CO[C@H]1CN(C)C(=O)c2cc(NC(=O)c3cnccn3)ccc2OC[C@@H](C)N(C)C[C@@H]1C | 0.2 | -18
43 | C[C@H]1CN([C@@H](C)CO)C(=O)c2cc(NC(=O)Nc3ccc4c(c3)OCO4)ccc2O[C@@H]1CN(C)S(=O)(=O)c1cccs1 | -1.4 | x
44 | CN(C)c1nc(N)nc(CSc2nnnn2-c2ccccc2)n1 | 0.0 | -8
45 | O=C(C[C@H]1CC[C@H](NS(=O)(=O)c2ccc(F)cc2)[C@H](CO)O1)NCc1ccc(Cl)c(Cl)c1 | -0.3 | -1
46 | C[C@@H]1CCCCO[C@@H](CN(C)S(=O)(=O)c2ccccc2)[C@@H](C)CN([C@@H](C)CO)C(=O)c2cc(NC(=O)Cc3ccccc3)ccc2O1 | -3.3 | x
47 | C[C@@H]1CN([C@H](C)CO)C(=O)c2cc(NS(=O)(=O)c3cccs3)ccc2O[C@H]1CN(C)C(=O)NC1CCCCC1 | 2.0 | x
48 | C[C@@H]1CN([C@H](C)CO)S(=O)(=O)c2ccc(-c3cccnc3)cc2O[C@H]1CN(C)CC1CC1 | -0.8 | 3
49 | C[C@@H]1CN([C@@H](C)CO)C(=O)CCCn2nncc2CO[C@@H]1CN(C)Cc1ccc(Cl)c(Cl)c1 | 0.3 | 4
50 | C[C@H]1CN([C@@H](C)CO)S(=O)(=O)c2ccc(-c3cccc(F)c3)cc2O[C@@H]1CN(C)C(=O)c1cccc(F)c1 | 2.2 | -6
51 | C[C@H]1CN([C@@H](C)CO)C(=O)c2cc(NC(=O)CCN3CCOCC3)ccc2O[C@H]1CN(C)S(=O)(=O)c1cn(C)cn1 | 0.0 | x
52 | C[C@@H]1CCCCO[C@@H](CN(C)C(=O)Nc2cccc3ccccc23)[C@H](C)CN([C@@H](C)CO)C(=O)c2cc(NC(=O)Nc3cccc4ccccc34)ccc2O1 | -15 | x
53 | C[C@@H]1CN([C@H](C)CO)C(=O)c2cc(NC(=O)Cn3cnnn3)ccc2O[C@@H]1CN(C)Cc1ccc(C(F)(F)F)cc1 | 0.0 | -9
54 | Cc1ccc(OC(=O)N(C)C[C@@H]2OCc3cn(nn3)CCCC(=O)N([C@@H](C)CO)C[C@@H]2C)cc1 | 0.5 | -9
55 | Cc1cc(C)nc(SCC(O)COc2ccc(Cl)cc2)n1 (stereo not given) | -0.2 | 4
56 | C[C@@H]1CN([C@@H](C)CO)C(=O)c2cc(C3=CCCC3)cnc2O[C@@H]1CN(C)C(=O)c1ccccc1 | -0.1 | 4
57 | CCCN(CCC)Cc1c(C(=O)O)nnn1-c1nonc1N | -1.3 | 9
58 | C/C=C1\C(O[C@@H]2O[C@H](CO[C@@H]3O[C@H](CO)[C@@H](O)[C@H](O)[C@H]3O)[C@@H](O)[C@H](O)[C@H]2O)OC=C(C(=O)OC)C1CC(=O)OCCc1ccc(O)cc1 (stereo not given in full) | 2.0 | x
59 | CCC(=O)N(C)C[C@@H]1Oc2cc(C3=CCCCC3)ccc2S(=O)(=O)N([C@@H](C)CO)C[C@H]1C | 3.4 | 3
60 | CCCNC(=O)Nc1ccc2c(c1)C(=O)N(C)C[C@@H](OC)[C@H](C)CN(C(=O)C1CCC1)[C@H](C)CO2 | 0.1 | -4
61 | CO[C@H]1CN(C)C(=O)c2ccc(NC(=O)Cc3ccccc3)cc2OC[C@@H](C)N(C(C)=O)C[C@@H]1C | 0.0 | 2
62 | CN1CCN(C(=O)C[C@H]2C[C@H]3c4cc(NC(=O)C5CCC5)ccc4O[C@H]3[C@@H](CO)O2)CC1 | 0.6 | -5
63 | Cc1noc(C)c1NC(=O)N(C)C[C@H]1OCCCC[C@@H](C)Oc2ccc(NC(=O)c3ccncc3)cc2C(=O)N([C@@H](C)CO)C[C@@H]1C | 4.5 | x
64 | O=C(Cc1ccccn1)NCC[C@@H]1CC[C@@H](NC(=O)Nc2ccccc2)[C@H](CO)O1 | 0.3 | -3
65 | CO[C@H]1CN(C)C(=O)c2ccc(NS(=O)(=O)C3CCCCC3)cc2OC[C@@H](C)NC[C@H]1C | -1.1 | 0
66 | O=C(CSc1n[nH]c(-c2ccc(Cl)cc2)n1)Nc1ccc(F)c(Cl)c1 | 0.2 | 6
67 | COc1ccc(C#Cc2cnc3c(c2)C(=O)N([C@H](C)CO)C[C@H](C)[C@H](CN(C)C(=O)Nc2ccccc2)O3)cc1OC | x | -25
68 | CCCNC(=O)N[C@@H]1CC[C@H](CCn2cc(C3CC3)nn2)O[C@H]1CO | -0.1 | 0
69 | CCC(=O)Nc1ccc2c(c1)C(=O)N(C)C[C@H](OC)[C@@H](C)CN(C(=O)NC(C)C)[C@@H](C)CO2 | 0.6 | -2
70 | C[C@@H]1CN([C@@H](C)CO)C(=O)c2cc(-c3ccccc3)cnc2O[C@@H]1CN(C)C(=O)c1ccccn1 | -22 | -4
71 | C[C@H](NC(=O)C[C@@H]1C=C[C@@H](NC(=O)c2cccnc2)[C@H](CO)O1)c1ccccc1 | 0.1 | 7
72 | COCC(=O)N(C)C[C@H]1Oc2cc(-c3ccc(F)cc3)ccc2S(=O)(=O)N([C@H](C)CO)C[C@H]1C | 0.6 | -4
73 | CC(C)NC(=O)Nc1ccc2c(c1)C(=O)N([C@@H](C)CO)C[C@H](C)[C@@H](CN(C)C)O2 | 0.5 | 5
74 | C[C@H](CO)N1C[C@H](C)[C@H](CN(C)S(=O)(=O)c2cn(C)cn2)Oc2ccc(NC(=O)Cc3cn(C)c4ccccc34)cc2C1=O | -0.6 | x
75 | CCCNC(=O)Nc1ccc2c(c1)OC[C@H](C)N(C(=O)CC)C[C@H](C)[C@H](OC)CN(C)C2=O | 0.2 | 5
76 | CCCN(C)C[C@@H]1Oc2cc(-c3cncnc3)ccc2S(=O)(=O)N([C@@H](C)CO)C[C@@H]1C | -2.4 | -2
77 | Cc1noc(C)c1NC(=O)N(C)C[C@H]1Oc2ccc(NS(=O)(=O)c3cccs3)cc2C(=O)N([C@H](C)CO)C[C@@H]1C | 0.5 | x

Only part of the results is shown, so the mix of outcomes need not match the whole.
